# Mtb RmlCD inh – inhibitors of Mycobacterium tuberculosis RmlC and RmlD coupled enzymes. RmlC+RmlD coupled enzyme assay, percent inhibition; primary screen in compound mixtures. P9WH09+P9WH11. inhibition, % at 3.6 µM. hit rate 0.03% among 160,000; in the data active = inhibition mostly above about 34%, no sharp cut-off; also: some results filed as inactive read as strong as hits
# Target sequence (P9WH09 whole entry, looked up): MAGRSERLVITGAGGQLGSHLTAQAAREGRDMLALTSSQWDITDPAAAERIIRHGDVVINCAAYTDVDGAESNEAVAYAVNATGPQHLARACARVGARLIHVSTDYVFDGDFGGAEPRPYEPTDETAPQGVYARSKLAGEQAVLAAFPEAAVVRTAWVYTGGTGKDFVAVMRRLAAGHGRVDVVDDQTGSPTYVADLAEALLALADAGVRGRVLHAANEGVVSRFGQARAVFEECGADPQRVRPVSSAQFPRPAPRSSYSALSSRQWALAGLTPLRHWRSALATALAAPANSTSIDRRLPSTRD
# Target sequence (P9WH11 whole entry, looked up): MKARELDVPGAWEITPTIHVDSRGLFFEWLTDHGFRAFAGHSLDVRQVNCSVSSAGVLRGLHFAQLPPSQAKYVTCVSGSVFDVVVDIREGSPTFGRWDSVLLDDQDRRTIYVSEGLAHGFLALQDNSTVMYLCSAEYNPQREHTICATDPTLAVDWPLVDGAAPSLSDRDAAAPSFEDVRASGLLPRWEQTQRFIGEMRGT
# M. tuberculosis GlmU – inhibition of mycobacterial GlmU enzyme – biochemical, glucosamine-1-phosphate acetyltransferase (AID 1376); M. tuberculosis GlmU acetyltransferase enzyme assay; higher % means a stronger effect; inhibition, %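 (tested at 30 µM in the primary screen)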, or IC50 in µM where a hit was titrated; hit rate 0.25% among 220,000; in the data active = inhibition above about 13%;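 also: 0% = complete reaction with vehicle and 100% = reaction without substrate; strong numbers were not always called active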
# Starred values were filed as active, the others as inactive; nt = no result given.
SMILES,Mtb RmlCD inh,M. tuberculosis GlmU
Cn1cccc1/C=N/NC(=O)c1ccc[n+]([O-])c1,4,-4.8%
Cc1oncc1C(=O)NC(C)C,nt,-4.5%
CC(OC(=O)CCc1nc2ccccc2c(=O)[nH]1)C(=O)NCc1ccc2c(c1)OCO2 (stereo unspecified),6,nt
CCOC(=O)CON1C(=O)c2ccccc2C1=O,nt,5.9%
Cc1cccc(S(=O)(=O)Nc2nc3ccccc3nc2NCc2ccco2)c1,-1,nt
CNC(=O)COC(=O)/C=C/c1cn(-c2ccccc2)nc1-c1ccc(C)o1,17,nt
CCCc1cc(=O)[nH]c(N/N=C/C=C\c2ccccc2)n1,-3,-2.8%
Nc1nc(NCCCN2CCOCC2)nc(Nc2cccc(Cl)c2)c1[N+](=O)[O-],-5,2.8%
CCCc1ccccc1OCCNC(=O)c1cc(=O)n(C)c(=O)n1C,1,-0.7%
COC(=O)c1c(NC(=O)c2ccnn2C)sc(C)c1C,nt,4.6%
OCCNC(=S)Nc1ccc(Oc2ccccc2)cc1,-5,-3.1%
CCC(NC(=O)c1ccccc1NC(=O)c1ccco1)C(=O)O (stereo unspecified),-9,2.2%
O=C(NCC1CCCO1)/C(=C/c1cn(-c2ccccc2)nc1-c1cccnc1)NC(=O)c1ccccc1 (stereo unspecified),-11,-1.8%
COC(=O)C1=CN(C2CC2)C=C(C(=O)OC)C1c1ccccc1OC,nt,-0.7%
Cc1ccc(S(=O)(=O)NCCC(C)C)cc1[N+](=O)[O-],-6,2.3%
CC(C)(C)OC(=O)NCCCC1=CC2=CC(=O)C(C)(OC(=O)c3ccco3)C(=O)C2=CO1 (stereo unspecified),nt,5.9%
CC(C)C1(C)N=C(c2nc3ccccc3cc2C(=O)O)NC1=O (stereo unspecified),nt,-0.1%
COc1ccc(N(Cc2ccco2)C(=O)c2ccccc2F)cc1OC,-17,-2.3%
Cc1nc(SCC(=O)O)c(C#N)c(-c2ccco2)c1C(=O)N(C)C,0,3.4%
O=C(CC1S/C(=N/N=C/C=C/c2ccccc2)NC1=O)Nc1ccc(Cl)c(Cl)c1 (stereo unspecified),14,-1.0%
COc1ccc(/C=C2/N=C(SC3CCOC3=O)N(c3cccc(OC)c3)C2=O)cc1 (stereo unspecified),5,-2.0%
Cc1cccnc1Nc1nc(-c2ccc(O)cc2)cs1,-7,-1.2%
CCOC(=O)c1c(CC(C)C)csc1/N=C/C1C(=O)CC(C)(C)CC1=O,13,2.9%
COc1ccc(CSC(=N)N)cc1[N+](=O)[O-],24,2.9%
CCOc1ccc(NC(N)=O)cc1,8,4.7%
COc1ccc(C(=O)NCC(=O)OCC(=O)N2N=C(c3ccc(Cl)cc3)CC2c2ccco2)cc1OC (stereo unspecified),-11,-4.0%
CNC(=S)N(Cc1cccs1)Cc1cc2cc(OC)ccc2[nH]c1=O,2,3.1%
CCN(c1cccc(C)c1)S(=O)(=O)c1ccc(OC)c([N+](=O)[O-])c1,nt,6.8%
C/C(=N\NC(=O)c1ccccc1-n1cccc1)C1CC1,-4,3.1%
Cc1cccc(OCC(=O)O/N=C(\N)c2ccccn2)c1,12,0.0%

# As entered above:
# COc1ccc(/C=C2/N=C(SC3CCOC3=O)N(c3cccc(OC)c3)C2=O)cc1 (stereo unspecified) @ M. tuberculosis GlmU: -2.0%
# Nc1nc(NCCCN2CCOCC2)nc(Nc2cccc(Cl)c2)c1[N+](=O)[O-] @ Mtb RmlCD inh: -5
# OCCNC(=S)Nc1ccc(Oc2ccccc2)cc1 @ M. tuberculosis GlmU: -3.1%
# COc1ccc(C(=O)NCC(=O)OCC(=O)N2N=C(c3ccc(Cl)cc3)CC2c2ccco2)cc1OC (stereo unspecified) @ M. tuberculosis GlmU: -4.0%
# CNC(=O)COC(=O)/C=C/c1cn(-c2ccccc2)nc1-c1ccc(C)o1 @ Mtb RmlCD inh: 17
# CC(C)C1(C)N=C(c2nc3ccccc3cc2C(=O)O)NC1=O (stereo unspecified) @ M. tuberculosis GlmU: -0.1%
# Cc1cccc(S(=O)(=O)Nc2nc3ccccc3nc2NCc2ccco2)c1 @ Mtb RmlCD inh: -1

# (listing goes on)
SMILES,Mtb RmlCD inh,M. tuberculosis GlmU
CC1(C)Cc2nc3sc4c(OCc5ccccc5)ncnc4c3cc2CO1,7,-1.5%
CC(=O)c1sc(-c2ccc(F)cc2F)nc1C,-5,nt
O=C(CCc1ccccc1)Nc1ncn[nH]1,-6,-3.6%
CC(=O)c1c(C(C)=O)c(C)n(Cc2ccc(Cl)cc2)c1C,nt,0.7%
O=C(NCc1ccccn1)c1ccc(NC(=O)c2ccco2)cc1,9,2.6%
COc1ccc(S(=O)(=O)N2CCN(Cc3ccccc3)CC2)cc1,13,-3.0%
O=C(NCCc1ccc(F)cc1)c1ccc([N+](=O)[O-])cc1,51,1.9%
O=C1CCC/C1=C/Nc1ccc(Cl)cc1,-6,4.9%
CCc1cc2cc(C(=O)N3CCN(Cc4ccccc4)CC3)sc2s1,42,2.9%
Cc1ccc(NCc2nnc(SCC#N)o2)c(C)c1,nt,3.5%
COc1ccc(NC(=O)CN2CCc3ccccc3C2)cc1OC,3,11%
Cc1cccc(S(=O)(=O)NNC(=O)Cc2cccn2C)c1,16,-5.1%
CC1C2CC(C(S(=O)(=O)N3CCOCC3)C2=O)C1(C)C (stereo unspecified),-6,2.9%
Cc1ccc(S(=O)(=O)NCCN=C(CN2CCOCC2)NS(=O)(=O)c2ccc(C)cc2)cc1,6,3.0%
CCOc1ccc(NC(=O)CCS(=O)(=O)c2ccc3c(c2)CCCN3C(=O)CC)cc1,8,-2.1%
CCn1cc(CN2CCc3c([nH]c4ccccc34)C2c2cccc(OC)c2)c(C)n1 (stereo unspecified),nt,6.0%
COc1cc(OC)c(C#N)c(S(=O)(=O)Cc2ccccc2)c1,nt,0.2%
O=c1oc2ccccc2c(O)c1/C=C1\C=Nc2ccccc21,5,9.4%
COc1cccc(NC(=O)CN(C)C(C)C(=O)Nc2ccc(C#N)cc2)c1 (stereo unspecified),11,3.3%
CCC(=O)Nc1ccc(C(=O)Nc2ccc(Br)cc2F)cc1,-5,0.0%
Cc1[nH]n2c(=O)c3c(nc2c1-c1ccccc1)CCC3,1,1.6%
O=C(CSc1nnnn1C1CCCC1)Nc1ccc(F)cc1,-10,-1.4%
Cc1ccc(SC(C)C(=O)NCc2ccc(F)cc2)cc1 (stereo unspecified),-3,0.6%
C/C(=N\NC(=S)Nc1cccc(C)c1)c1ccco1,3,-3.8%
COc1cc(C(=O)Nc2cc(C(F)(F)F)ccc2-n2cncn2)cc(OC)c1OC,3,-3.9%
CCc1cccc(C)c1NC(=O)CCCC(=O)O,6,-1.4%
CCC(NS(=O)(=O)c1ccc(OC)cc1)C(=O)NCCC1=CCCCC1 (stereo unspecified),nt,0.6%
[O-]C1=N/[N+](=C/c2ccc(Cl)cc2)CC1,nt,0.1%
Cc1ccc(CN2CCNC(=O)C2CC(=O)N(C)C2CCCCC2)o1 (stereo unspecified),15,2.1%
COc1ccc(-c2nnc(NC(=O)c3ccc(S(=O)(=O)N4CCc5ccccc5C4)cc3)o2)cc1,26,nt
COc1ccc(CCNC(=O)C2CC(c3cccc([N+](=O)[O-])c3)=NO2)cc1 (stereo unspecified),14,-5.4%
O=C(NC1CC2CCCC(C1)N2C(=O)Nc1ccc(Cl)c(C(F)(F)F)c1)C1CC1 (stereo unspecified),9,0.1%
Nc1nonc1C(=O)NCCNCc1cc(Br)ccc1OCc1ccccc1F,6,-0.4%
Nc1nc(SCC(=O)Nc2ccc(Cl)c(S(=O)(=O)N3CCOCC3)c2)n[nH]1,0,1.1%
Cc1c(Cl)c([N+](=O)[O-])nn1CC(=O)NC(C)C1CC2CCC1C2 (stereo unspecified),1,-1.2%
Nc1c(Sc2ccccc2)c(=O)[nH]c(=O)n1Cc1ccccc1,nt,8.4%
CN1CCN(c2ccc([N+](=O)[O-])cc2C(=O)c2ccc(Br)cc2)CC1,nt,0.0%
CC(SC(=S)N(C)Cc1cccs1)C(=O)O (stereo unspecified),-11,1.6%
CCCCCCNCc1cccc(Br)c1,11,3.5%
CCOc1cc(CNc2ccc(O)cc2)ccc1OCc1ccc(Cl)cc1Cl,5,4.6%
O=C(c1ccc(Sc2cccc(Cl)c2)c([N+](=O)[O-])c1)N1CCN(c2ccccn2)CC1,-12,3.4%
Cc1sc(NC(=S)NC(=O)C(C)(C)C)c(C(N)=O)c1C,nt,-1.0%
O=C(c1csc(Nc2ccccc2Cl)n1)N1CCCC1,10,nt
O=C(Nc1c(-c2ccccc2)nc2sccn12)c1ccccc1,-7,-4.7%
COc1ccc(NC(C)=O)cc1NC(C)C(=O)Nc1ccc(F)cc1 (stereo unspecified),nt,-5.4%
Cc1ccc(C(=O)N/C(=C/c2cccs2)C(=O)NCC2CCCO2)cc1 (stereo unspecified),1,-1.8%
O=C(NCc1ccccc1)C1CCN(S(=O)(=O)c2ccc(Cl)cc2)CC1,10,1.5%
Cc1cccc(NC(=O)C2CCCN2C(=O)Oc2ccccc2)c1C (stereo unspecified),nt,2.2%
COc1ccc(CC(=O)Nc2cc(Cl)ccc2C(=O)O)cc1,-16,2.0%
CCCCCCn1c(=O)c(C(=O)N/N=C/c2cccc(F)c2)c(O)c2ccccc21,10,3.9%
CCN(CC(=O)NC(C)(C)C)C(=O)c1ccc(Br)cc1,32,1.3%
Cc1cccc(N2CCN(C(=O)c3ccc4nc[nH]c4c3)CC2)c1C,-6,2.1%
CC(=O)NC(=S)Nc1ccc(N2CCOCC2)c(S(=O)(=O)Nc2cc(Cl)ccc2Cl)c1,-33,2.2%
Cc1ccc(SCCNC(=O)/C=C/c2ccccc2Cl)cc1,-7,4.7%
O=C(COc1ccc([N+](=O)[O-])cc1)NCc1cccnc1,nt,0.0%
Cc1c(N=NC2=C(O)CC(C)(C)CC2=O)c(=O)n(-c2ccccc2)n1C,-5,-3.8%
Cc1c(Br)c([N+](=O)[O-])nn1CC(=O)NCc1ccccn1,-6,-0.4%
Cc1cc(CC(C)C)n(-c2nc3ccccc3c(=O)n2OCC(N)=O)n1,-2,-1.3%
COc1ccc2[nH]c(=O)c(C(c3nnnn3C3CCCC3)N3CCN(Cc4ccc5c(c4)OCO5)CC3)cc2c1 (stereo unspecified),nt,3.1%
Nc1c(Cl)ncnc1N1CCN(c2ncnc(Cl)c2N)CC1,6,2.7%

# Other structures:
SMILES,Mtb RmlCD inh,M. tuberculosis GlmU
Cc1csc2c(=O)sc(NC(=O)c3cccs3)nc12,-5,-2.1%
COc1cccc(CN(C)C(=O)c2csc3c2CCCC3)c1OC,-5,-1.4%
CC(=O)c1ccc(OCCCN2CCCCC2)cc1,4,0.8%
O=C(CSc1nnc(C2CC2)n1-c1ccccc1)NCCc1ccccc1,nt,-3.1%
COc1ccc(NS(=O)(=O)c2cc(NC(=O)c3ccc(=O)[nH]c3)ccc2N2CCOCC2)cc1,nt,3.9%
COc1ccc(CCNC(=O)C2CCN(S(C)(=O)=O)CC2)cc1OC,-6,-4.0%
COc1ccc2c(c1)[nH]c1c(=O)n(CCc3cnc[nH]3)cnc12,-3,-7.6%
CCOC(=O)C1CCC(CN(Cc2ccccc2)S(=O)(=O)c2ccc([N+](=O)[O-])cc2)CC1 (stereo unspecified),19,5.7%
CC1CCN(C(=S)NC2CC3CCC2C3)CC1 (stereo unspecified),-6,5.4%
COC(=O)c1oc2ccc(Br)cc2c1NC(=O)CN1CCN(C)CC1,nt,-4.4%
O=C1c2ccccc2C(=O)N1CCSc1nncs1,-8,5.0%
C=CCSc1nc(Cc2ccc(Cl)cc2)nc2ccccc12,nt,-4.2%
CCOC(=O)NC(=O)CSc1nc(-c2ccc(C)c(C)c2)cn1-c1ccccc1,0,1.6%
Cc1cc2cc(C)c(NCCNC(=O)c3ccccc3)nc2cc1C,-8,-4.0%
O=C(N/N=C\c1ccc(CN(Cc2ccc(Cl)cc2)S(=O)(=O)c2ccccc2)o1)C(=O)Nc1ccc(F)cc1,-2,nt
Cc1ccc(NC(=O)c2sc3nc4c(c(-c5ccco5)c3c2N)CCC4)cc1,6,-1.0%
Nc1nc(-c2ccc(C(=O)O)cc2)cs1,7,-1.1%
O=C(CN1C(=O)c2cccc3cccc1c23)NCC1CCCO1 (stereo unspecified),nt,2.4%
COC(=O)/C=C1\NC(=O)C(C)S1 (stereo unspecified),16,1.3%
CC(=O)c1cc(NC(=O)c2ccc(C)cc2)c(=O)oc1C,-10,3.2%
Cc1ccnc2ccc(-c3nc4ccccc4o3)cc12,-4,9.2%
CCOC(=O)c1ccc(NC(=O)Nc2ccc3c4c(cccc24)C(=O)N3CC)cc1,nt,-1.9%
COC(=O)c1cc(NC(=O)c2ccccc2F)cc(C(=O)OC)c1,12,2.6%
COc1cc(C(=O)Nc2ccc(-n3cnnn3)c(C)c2)cc(OC)c1OC,nt,-2.3%
O=C(CCSCCc1ccccn1)Nc1ccccn1,0,0.8%
S=C(NCc1cccnc1)Nc1cc(Cl)cc(Cl)c1,-6,3.1%

# A second format for 5 compounds above.
# Below each compound – Mtb RmlCD inh, M. tuberculosis GlmU
- COC(=O)c1oc2ccc(Br)cc2c1NC(=O)CN1CCN(C)CC1
 : nt, -4.4%
- O=C1c2ccccc2C(=O)N1CCSc1nncs1
 : -8, 5.0%
- C=CCSc1nc(Cc2ccc(Cl)cc2)nc2ccccc12
 : nt, -4.2%
- CCOC(=O)NC(=O)CSc1nc(-c2ccc(C)c(C)c2)cn1-c1ccccc1
 : 0, 1.6%
- Cc1cc2cc(C)c(NCCNC(=O)c3ccccc3)nc2cc1C
 : -8, -4.0%

# From PubChem BioAssay

# An excerpt; count on the stated rates, not on these rows.
